High-throughput results: PubChem BioAssay, The Scripps Research Institute Molecular Screening Center
FBW7 activator = activators of human E3 ligase FBW7. Q969H0. AlphaScreen FBW7–phospho-cyclin E peptide binding, activator screen. normalized activity (activation), % at 26.1 µM. 0.13% of 650,000 active. AID 1259310; in the data active = normalized activity above about 1.9%;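 note: purified mutant Fbw7 with reduced substrate affinity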
MITF primary = inhibitors of human MITF; O75030; AlphaScreen MITF homodimerization, bead proximity signal; inhibition, % at 2.6 µM; 0.91% of 650,000 active; AID 1259374; in the data active = inhibition above about 50%;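 note: 0% = vehicle wells with protein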
Target sequence (O75030 whole entry, looked up): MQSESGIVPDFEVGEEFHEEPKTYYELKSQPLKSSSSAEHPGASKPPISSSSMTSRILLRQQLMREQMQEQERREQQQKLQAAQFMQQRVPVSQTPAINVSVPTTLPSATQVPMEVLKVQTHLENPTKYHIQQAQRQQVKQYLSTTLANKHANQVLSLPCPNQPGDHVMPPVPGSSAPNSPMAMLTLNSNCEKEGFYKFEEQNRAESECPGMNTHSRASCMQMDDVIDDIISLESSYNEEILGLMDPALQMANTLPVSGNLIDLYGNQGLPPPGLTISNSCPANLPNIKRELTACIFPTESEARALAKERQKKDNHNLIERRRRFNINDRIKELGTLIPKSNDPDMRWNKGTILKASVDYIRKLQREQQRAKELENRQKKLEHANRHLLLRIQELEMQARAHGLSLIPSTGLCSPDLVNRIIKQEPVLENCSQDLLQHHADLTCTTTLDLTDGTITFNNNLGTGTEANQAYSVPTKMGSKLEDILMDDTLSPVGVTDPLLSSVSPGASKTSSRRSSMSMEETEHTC
TEAD-YAP inh = TEAD-YAP interaction inhibition | HEK-TIYL cells, TEAD-Gal4/YAP UAS-luciferase luminescence | inhibition, % at 9.12 µM | 1.4% of 640,000 active | AID 1259422; in the data active = inhibition above about 32%;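 note: 0% = median of test compound wells and 100% = reference inhibitor wells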
GPR151 ag = activates the human receptor GPR151. Q8TDV0. AID 1508602. PathHunter beta-arrestin GPR151 cells, luminescence. 1% of 650,000 active. activation, % at 11.2 µM; in the data active = activation above about 4.9%;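 note: 0% = median of compound wells and 100% = cells with positive control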
Target sequence (Q8TDV0 whole entry, looked up): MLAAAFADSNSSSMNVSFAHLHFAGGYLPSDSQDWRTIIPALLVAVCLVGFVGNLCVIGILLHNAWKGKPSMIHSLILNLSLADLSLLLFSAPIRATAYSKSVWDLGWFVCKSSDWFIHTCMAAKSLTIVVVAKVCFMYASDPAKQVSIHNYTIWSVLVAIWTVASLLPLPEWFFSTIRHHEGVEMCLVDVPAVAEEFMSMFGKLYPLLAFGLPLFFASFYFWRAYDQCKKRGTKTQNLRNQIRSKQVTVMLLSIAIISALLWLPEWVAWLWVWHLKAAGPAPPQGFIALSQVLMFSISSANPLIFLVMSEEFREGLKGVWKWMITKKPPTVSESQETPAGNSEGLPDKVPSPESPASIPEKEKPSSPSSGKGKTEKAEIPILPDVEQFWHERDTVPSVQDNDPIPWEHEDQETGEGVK
An asterisk follows results filed as active; . = not tested or not shown; & = joins results of further samples; ! = not active in a repeat.

Compound,FBW7 activator,MITF primary,TEAD-YAP inh,GPR151 ag
COc1ccc(C2(O)CSC3=C(C#N)C(c4cccc(OC)c4)CC(=O)N32)cc1 (centres undefined),0.2,7,-17,0.0
COc1cccc(CCNC(=O)C2CCCN(c3ccc(-n4cccn4)nn3)C2)c1 (centres undefined),-0.6,11,0,1.4
Cn1ccnc1SCC(=O)c1ccc(Br)cc1,-0.2,-4,-40,-1.9
CCOC(=O)CSc1nc2sc(C(=O)OCC)c(C)c2c(=O)n1Cc1ccc(Cl)c(Cl)c1,0.1,0,-6,0.3
O=C(Nc1ccc(Br)cc1)C1C2C=CC3(O2)C1C(=O)N(CCN1CCCCC1)C3C(=O)NC1CCCCC1 (centres undefined),0.1,0,-5,-0.2
COc1ccc(N2C(=N)SCC2=O)cc1,-0.2,13,-8,-0.7
O=C(COC(=O)c1cccnc1)Nc1ccccc1F,0.0,11,3,0.7
COc1ccc(-n2nc([N+](=O)[O-])c(N3CCCC3)[n+]2[O-])cc1,-0.2,-5,0,-0.9
CCOC(=O)C1CCN(S(=O)(=O)c2cc3c(cc2C)n(C)c(=O)c(=O)n3C)CC1,0.6,3,-2,1.0
Cc1cc(NC(=O)Cn2cnc3c(nnn3-c3cccc(F)c3)c2=O)no1,0.1,9,6,2.3
CCOC(=O)c1c(NC(=S)NCc2ccccc2)sc2c1CCCCC2,0.1,4,3,-0.8
O=C(NCCCN1CCCC1=O)c1cnc(Nc2ccc(C(F)(F)F)cc2)s1,0.1,10,-2,-0.3
Cn1ncc2c(NC3CCCC3)ncnc21,0.0,3,6,2.4
CC(NC(=O)C(C(=O)c1ccccc1)n1ccccc1=O)c1ccccc1 (centres undefined),0.1,11,4,-0.8
COc1cc(-c2cn[nH]c2C)ccc1NC(=O)[C@@H]1COc2ccccc2O1,0.2,22,-3,1.1
Cc1sc2ncc(C(=O)NC3CCCCNC3=O)c(=O)n2c1C (centres undefined),0.2,11,-1,-0.7
CCOc1ccnc2c1c(=O)n(Cc1ccccn1)c(=O)n2C,0.3,8,5,-0.2
COc1ccc(CCNC(=O)c2ccnc(NCCN3CCOCC3)c2)cc1,0.0,4,-1,0.4
N#Cc1c(-c2cccc([N+](=O)[O-])c2)cc(-c2ccccc2)nc1SCC(=O)Nc1ccccc1,0.2,9,6,2.0
O=C(/C(Br)=C/Nc1ccc(F)cc1)C(F)(F)F,0.2,2,-6,1.4
Cc1ccc(CN2CCc3nnc(C(NS(C)(=O)=O)C(C)C)n3CC2)o1 (centres undefined),0.0,12,4,-0.8
Cc1csc(NC(=O)CCC(=O)N(CC(=O)NC2CCCCC2)Cc2ccccc2)n1,0.1,6,-7,0.3
CC(Oc1ccccc1)C(=O)Nc1ccc(C(=O)O)cc1 (centres undefined),0.2,14,1,-1.3
Cc1cc(NC(=O)CSc2nnc3c(n2)[nH]c2ccc(F)cc23)no1,0.1,2,-6,0.7
COCCCNC(=O)C(=O)NCCc1ccc(OC)cc1,0.0,9,-7,0.6
Oc1cccc(-c2cncc(-c3cccc4cccnc34)n2)c1,0.0,-3,3,0.8
CCn1nc(C)c(CNc2nc(C)c(-c3ccn(Cc4ccccc4)n3)s2)c1C,0.1,-3,1,1.5
CCn1ccnc1N1CCN(C(=O)c2cc3ccccc3o2)CC1,-0.3,-8,0,-0.1
CC(C)(C)OC(=O)C1C(=O)CC(C)(O)C(C(=O)OC(C)(C)C)C1c1ccccc1 (centres undefined),0.2,11,10,0.4
COc1cccc(C2=NS(=O)(=O)N(C)C(C(=O)NC(C)(C)CO)=C2)c1,-0.2,-8,8,4.7

Two consecutive compounds already listed, for reference:
Compound,FBW7 activator,MITF primary,TEAD-YAP inh,GPR151 ag
COc1ccc(C2(O)CSC3=C(C#N)C(c4cccc(OC)c4)CC(=O)N32)cc1 (centres undefined),0.2,7,-17,0.0
COc1cccc(CCNC(=O)C2CCCN(c3ccc(-n4cccn4)nn3)C2)c1 (centres undefined),-0.6,11,0,1.4

Later entries
Compound,FBW7 activator,MITF primary,TEAD-YAP inh,GPR151 ag
Cc1ccc(C#N)c(SCC(=O)NCc2ccco2)n1,0.4,12,1,-0.6
Cc1oc2cc3oc(=O)c(Cc4ccccc4)c(C)c3cc2c1C,0.0,-3,-1,-0.1
COc1ccc(CCNC(=O)C(C)Oc2ccc(OC)cc2)cc1 (centres undefined),0.1,19,6,0.4
COC(=O)C1=C(C)NC(=S)NC1c1ccc([N+](=O)[O-])c(O)c1 (centres undefined),-0.1,-5,12,0.2
COCCCn1c(=N)c(C(=O)OC)cc2c(=O)n3cc(C)ccc3nc21,1.0,17,6,-0.6
Cc1cc2nnn(C[C@@H](C)NC(=O)c3ccco3)c2cc1C,0.1,-14,6,-0.9
COc1ccc(CCN(C)C2CCCN(S(=O)(=O)c3ccccc3)C2)cc1OC (centres undefined),-0.1,-5,-2,2.6
Cc1nc(CNS(=O)(=O)c2ccc3c(c2)OCCO3)cs1,-0.1,1,0,-0.3
Cc1ccc(-c2nc(C=Nc3ccc([N+](=O)[O-])cc3)c(O)o2)cc1,-0.1,-15,-10,0.2
C/C(=N\N1CCN(C)CC1)c1ccc(Cl)c(Cl)c1,0.0,-1,1,1.2
COCCCNC(=O)C(=O)Nc1ccc(C(C)(C)C)cc1,0.0,-4,21,0.6
Brc1ccccc1NCn1nnc2ccccc21,0.2,-6,-3,0.6
O=c1[nH]c2cc3c(cc2nc1N1CCOCC1)OCCO3,0.1,3,-28,2.0
COc1cccc(-c2nc(-c3ccccc3C)no2)c1,-0.1,-4,-28,0.0
CC(=O)c1ccc(NC(=O)Cc2ccc3c(c2)OCO3)cc1,0.0,-1,-30,2.0
Cc1ccc(N=c2scc(-c3ccc4c(c3)NC(=O)CO4)n2/N=C2\CCSC2)cc1,-0.3,-3,-10,-1.2
CC(C)(C)OC(=O)N[C@@H](Cc1c[nH]c2ccccc12)C(=O)O,-0.1,-2,7,1.1
CCN(CC)C(=O)C1CCCN(c2nc(NCc3nc4ccccc4[nH]3)c3ncn(C4CCCCC4)c3n2)C1 (centres undefined),0.0,-7,20,1.2
COc1ccc(N2C(C(C)=O)=NN(c3ccc(Cl)cc3)C2c2ccc(OCc3c(Cl)cccc3Cl)c(OC)c2)cc1 (centres undefined),0.1,7,-1,-0.4
CC1(C)CC(C(CC(=O)O)Cc2ccccc2)CCO1 (centres undefined),-0.2,-5,-7,0.5
CCOC(=O)CN(NC(=O)c1cccc2ccccc12)C(=O)c1cccc2ccccc12,0.0,-3,13,0.0
COc1ccc(C(=O)Nc2nc3ccc(S(C)(=O)=O)cc3s2)cc1OC,-0.1,-4,11,-0.1
CCN1CCN(CCCNC(=O)c2ccc3c(Cl)c4c(nc3c2)CCCC4)CC1,-0.2,-10,-7,0.1
CCC(C)n1c(SCC(=O)Nc2ccccc2C(F)(F)F)nc2ccsc2c1=O (centres undefined),0.7,16,5,-1.0
c1ccc(Cn2c(CSc3ncn[nH]3)nc3ccccc32)cc1,0.1,10,-2,-0.3
CCCC(=O)N1CCN(c2ccc(NC(=O)c3cc(OC)cc(OC)c3)cc2Cl)CC1,-0.2,-21,-18,0.7
Cn1c(=O)oc2cc(S(=O)(=O)NCCN3CCN(c4ccccc4F)CC3)ccc21,0.3,14,1,0.4
CCc1ccc(C(=O)NC(=S)Nc2cccnc2)cc1,-0.1,1,-37,0.1
O=C(NC(=S)Nc1ccc(S(=O)(=O)Nc2nccs2)cc1)c1ccc(Cl)cc1Cl,0.0,2,8,0.0
O=C(CCl)NCC1(c2ccccc2)CCCC1,1.6,7,58*,0.2
COc1ccc(Cl)cc1NC(=O)Cn1c(=O)n2nc(C)nc2c2ccccc21,0.0,2,16,-0.3
Cc1ccc(S(=O)(=O)Oc2ccc(N3C(=O)C4C5CCC(C5)C4C3=O)cc2)cc1 (centres undefined),0.0,4,1,-0.8
CCNC(=S)N/N=C/c1ccc(O)cc1,-0.1,-10,3,-4.4
COC(=O)C1=NOC2(CC(=O)N(c3ccc(Cl)cc3)C2=O)C1 (centres undefined),-0.1,1,3,-0.1
Oc1c(I)cc2oc3c(c2c1/C=N/c1ncn[nH]1)CCCC3,0.0,11,7,-0.6
Cc1cc(-c2ccccc2)nc2cc(C(=O)NC3CCCCC3)nn12,0.0,1,3,-0.5
CCCc1cc(=O)[nH]c2nnc(SCC(=O)OC)n12,-0.1,-2,-8,-1.3
O=C1Nc2ccccc2SC1C1C(=O)Nc2ccccc21 (centres undefined),-0.1,-6,-6,-0.1
CCOC(=O)C(C)Oc1ccc(CNC(C)c2ccccc2)cc1OC (centres undefined),-0.3,-8,-9,1.1
c1ccc(-c2nnc(-n3nnc4ccccc43)c3ccccc23)cc1,0.1,-1,-7,2.5
Cc1cc2nc(C3CCCCN3C(=O)CN3CCCC3=O)[nH]c2cc1C (centres undefined),0.3,15,4,-1.0
CN1CCN(CCCN(Cc2cccs2)C(=S)Nc2ccc(Cl)cc2)CC1,0.5,7,3,-0.5
O=C(Oc1ccc2c3c(c(=O)oc2c1)CCC3)C1CCCCC1,0.0,4,-2,-0.5
CC(NC(=O)CSc1nc2ccc(NC(=O)CCc3ccccc3)cc2s1)c1ccccc1 (centres undefined),-0.1,-2,-7,-0.5
COc1ccc(C#C[C@@H]2C=C[C@H](OC(C)=O)[C@@H](COC(C)=O)O2)cc1,0.1&-0.1,-8&6,.,9.3*!
Cc1sc2ncnc(Oc3ccccc3[N+](=O)[O-])c2c1C,0.2,4,-3,2.2
O=c1c2ccccc2nnn1CSc1cccc[n+]1[O-],-0.3,4,-14,-0.3
COc1ccc(C(=O)CN2CCN(S(=O)(=O)c3ccc(F)cc3)CC2)cc1OC,-0.1,11,-1,1.4
Cc1cc(CNC(=O)CC2C(=O)NCCN2CCC(C)C)nn1C (centres undefined),-0.1,11,6,2.9
Cc1cc(C(=O)Cn2c(NCc3ccccc3)nc3ccccc32)c(C)n1C,-0.3,1,-13,-1.5
Cc1c(C(=O)N2CC(C)CC(C)C2)sc2ncnc(N3CCN(c4ccccn4)CC3)c12 (centres undefined),-0.1,-8,8,-1.2
CCOC(=O)N1CCN(C(=O)c2sc3ncnc(N4CCC(C)CC4)c3c2C)CC1,-0.1,19,1,-1.6
COc1ccc2c(c1)C[C@H](C(=O)Nc1ccc(-c3cn[nH]c3)cc1N(C)CCN(C)C)NC2,0.0,0,4,1.1
COc1ccc(-n2cc(-c3ccccc3)c3c(NCCC(c4ccccc4)c4ccccc4)ncnc32)cc1,0.1,-21,-7,1.6
Cc1cccc(OCC(=O)Nc2ccc(NC(=O)COc3cccc(C)c3)cc2)c1,0.1,-15,-2,0.5
O=C1OCCC1Sc1nc(-c2ccc(F)cc2)cs1 (centres undefined),0.8,9,-3,-2.5
COc1cccc(C(=O)Nc2nc(C(C)(C)C)cs2)c1OC,-0.4,-2,-4,0.1
O=C(CCBr)N1CCN(C(=O)CCBr)CC1,0.1,17,5,-0.7
O=C(NCCN1CCOCC1)c1ccnc(Nc2ccncn2)c1,0.1,12,-3,0.2
COc1ccc(C(=O)Nc2ccncc2NC(=O)c2ccc(OC)c(OC)c2)cc1OC,0.2,2,3,0.3

(cont.)
Compound,FBW7 activator,MITF primary,TEAD-YAP inh,GPR151 ag
O=C(NC1CCN(Cc2ccccc2)CC1)c1csc(-c2csc3ccccc23)n1,0.0,8,5,-0.4
O=c1c(Cl)c(N2CCN(CCO)CC2)cnn1-c1ccccc1,0.2,-2,-7,1.3
CCSc1nnc(NC(=O)/C=C/c2cccc(I)c2)s1,0.0,12,-1,0.3
O=C1CC(N2CCC(C(O)(c3ccccc3)c3ccccc3)CC2)C(=O)N1c1ccc(Cl)cc1 (centres undefined),0.0,7,8,1.7
COC(=O)c1cn[nH]c1NC(=S)Nc1cccc(Cl)c1C,-0.3,-3,-57,-1.6
COc1ccccc1C(=O)NC(=O)Nc1cccc(Cl)c1,0.0,-11,-54,0.2
CC1=C(C(=O)Nc2cccnc2)C(c2ccccc2F)n2ncnc2N1 (centres undefined),0.1,15,-8,-0.6
CN(Cc1ccco1)Cc1nnc(SCc2ccccc2Cl)n1C,-0.1,-10,-14,0.3
CCCCC1(CC)C(=O)NC(=O)NC1=Nc1ccc(OC)cc1 (centres undefined),0.1,1,-13,-0.3
FC(F)(F)c1cccc(-c2nc(-c3cccs3)[nH]c2-c2ccccc2)c1,0.0,5,5,1.0
c1ccc(-c2nc3c4ccccc4nc(NCCN4CCCC4)n3n2)cc1,0.0,-4,-6,0.4
Cc1ccc(NC2=NCC(=O)N2C2CCCC2)cc1C,-0.2,-6,-3,-0.2

4 entries already listed, ordered by length of the SMILES, largest number first.
Compound,FBW7 activator,MITF primary,TEAD-YAP inh,GPR151 ag
O=C1CC(N2CCC(C(O)(c3ccccc3)c3ccccc3)CC2)C(=O)N1c1ccc(Cl)cc1 (centres undefined),0.0,7,8,1.7
FC(F)(F)c1cccc(-c2nc(-c3cccs3)[nH]c2-c2ccccc2)c1,0.0,5,5,1.0
O=c1c(Cl)c(N2CCN(CCO)CC2)cnn1-c1ccccc1,0.2,-2,-7,1.3
CN(Cc1ccco1)Cc1nnc(SCc2ccccc2Cl)n1C,-0.1,-10,-14,0.3
